Bioassay records deposited in PubChem BioAssay by National Center for Advancing Translational Sciences (NCATS).
BRCA1 expr up: increases BRCA1 expression; MCF7-BRCA1-FFLuc reporter, luminescence, 48 h; response scale: scaled: vehicle 0%, 10 µM genistein 100%; Potency, µM (series often up to 46.1 µM), without a hit: top-dose activation, actives largely listed as activators; hit rate 1.1% among 380,000; AID 624202; further: potency means the concentration at half of the fitted maximal effect; nearly all actives have a fitted effect of over 80% in size; some results filed as inactive show a strong effect at the top dose
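Quantitative HTS in MCF7 cells stably reporting BRCA1 expression via firefly luciferase. Compound treatment lasts 48 h at 37 °C in phenol-red free MEM. Activation is expressed relative to genistein at 10 microM and DMSO.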
PKM2 activator: PKM2 (human) enzyme activation. P14618. purified PKM2, Kinase-Glo ATP luminescence, activation; response scale: 0% is enzyme alone, no compound. Potency, µM (highest dose often 57.5 µM), for inactives: at the highest dose activation, hits mostly activators. hit rate 0.34% among 260,000. AID 1631; further: potency means the concentration at half of the fitted maximal effect; on the % scale 0 is the no-effect control and ±100 the full control effect; nearly all actives have a fitted effect of over 55% in size
Target sequence (P14618 whole entry, looked up): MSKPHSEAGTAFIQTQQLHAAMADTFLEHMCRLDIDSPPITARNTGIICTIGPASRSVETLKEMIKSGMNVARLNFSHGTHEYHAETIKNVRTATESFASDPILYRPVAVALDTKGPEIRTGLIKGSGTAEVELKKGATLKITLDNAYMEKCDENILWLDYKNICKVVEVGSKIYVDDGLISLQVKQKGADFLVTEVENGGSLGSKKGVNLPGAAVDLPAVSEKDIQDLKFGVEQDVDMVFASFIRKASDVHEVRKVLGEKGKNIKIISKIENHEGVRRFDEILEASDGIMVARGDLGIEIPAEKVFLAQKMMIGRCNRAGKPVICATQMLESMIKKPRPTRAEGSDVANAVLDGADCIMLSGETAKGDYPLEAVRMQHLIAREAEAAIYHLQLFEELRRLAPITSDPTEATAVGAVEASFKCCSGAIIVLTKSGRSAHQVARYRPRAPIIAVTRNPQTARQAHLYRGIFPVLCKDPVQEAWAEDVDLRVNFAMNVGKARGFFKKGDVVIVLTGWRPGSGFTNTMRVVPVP
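Kinase-Glo luminescence reports ATP generated from ADP (0.1 mM) and PEP (0.5 mM) by purified hPK-M2 after 1 h at room temperature, pH 7.2 imidazole buffer; intermediate enzyme activity allows detecting inhibitors and activators.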
Gal4-VP16 FLuc: Gal4-VP16 reporter inhibition counter-screen. Potency, µM (highest dose often 53.6 µM), inactives show at the highest dose activity, negative = inhibition, hits mostly inhibitors. Drosophila S2 Gal4-VP16 UAS-luciferase, luminescence, 20 h. hit rate 3.5% among 310,000. AID 2546;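 further: Gal4-VP16 expression switched on by copper sulfate through the metallothionein promoter; potency means the concentration at half of the fitted maximal effect; on the % scale 0 is the no-effect control and ±100 the full control effect; nearly all actives have a fitted effect of over 50% in size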
Giardia killer: kills Giardia lamblia. activity change, % at 7.66 µM, hits read low. hit rate 0.15% among 340,000. AID 540267. Giardia lamblia trophozoite viability; in the data active means activity change below about -80%; inconclusive means between about -30% and that limit;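 further: parasites exposed to compound for two days anaerobically before the ATP read; on the % scale 0 is the no-effect control and ±100 the full control effect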
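Each well holds 100 Giardia trophozoites and compound. After two days (48 hrs) at 37 deg C in anaerobic conditions, ATP is quantified by luminescence.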
p53 reactivator: re-activators of mutant p53; Potency, µM (highest dose often 92.2 µM), without a hit: at the highest dose activity change, positive = activation, actives largely listed as activators; H1299 p53-A138V BP100-luciferase reporter, luminescence, 24 h; hit rate 0.063% among 320,000; further: potency means the concentration at half of the fitted maximal effect; % of control where 0% means no effect; nearly all actives have a fitted effect of over 45% in size
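p53-null H1299 cells stably carrying temperature-sensitive p53-A138V and a BP100-luciferase reporter were pinned with compounds (4-point, 1:5 series) and held 24 hrs at 37 deg C. Luminescence was read 10 min after detection reagent.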
Menin MLL FP TR: displaces Texas Red mutant MLL peptide from human menin; Potency, µM (series often up to 61.6 µM), inactives show top-dose FP activity change, negative = inhibition, usual class: inhibitors; Menin + Texas Red MLL mutant peptide, fluorescence polarization; O00255; hit rate 0.23% among 270,000; active means well fitted inhibition curve with a large enough effect in the polarisation, with a control signal flat, not every such curve was filed as active; inconclusive means small, poorly fitted or top-dose-only effect, or effect the other way, or a change in a side signal; inactive means no such curve, though single readings can be large or run the other way; the % refers to the polarisation; further: potency means the concentration at half of the fitted maximal effect; % of control where 0% means no effect; many of its hits are not listed in these tables
ELG1 genotoxic: inducers of genotoxicity in HEK293T ELG1-luciferase cells. HEK293T ELG1-luciferase reporter, luminescence, 16 h. AID 504466. hit rate 1.3% among 330,000. Potency, µM (series often up to 46 µM), without a hit: top-dose activity change, positive = activation, most hits filed as activators; further: potency means the concentration at half of the fitted maximal effect; % of control where 0% means no effect; nearly all actives have a fitted effect of over 60% in size
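HEK293T cells expressing luciferase-tagged ELG1 were treated with compound or DMSO for 16 hr at 37°C. Luciferase activity was then read after 30 min with ONE-Glo at room temperature; rising signal flags genetic stress.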
RORgamma inh: inhibitors of mouse ROR gamma transcriptional activity | P51450 | Potency, µM (top dose mostly 53.6 µM), inactives show top-dose activity change, negative = inhibition, usual class: inhibitors | Drosophila S2 Gal4-RORgamma UAS-luciferase reporter, 20 h | hit rate 5.4% among 310,000; further: potency means the concentration at half of the fitted maximal effect; on the % scale 0 is the no-effect control and ±100 the full control effect; nearly all actives have a fitted effect of over 60% in size
Target sequence (P51450 whole entry, looked up, the tested form may be a part): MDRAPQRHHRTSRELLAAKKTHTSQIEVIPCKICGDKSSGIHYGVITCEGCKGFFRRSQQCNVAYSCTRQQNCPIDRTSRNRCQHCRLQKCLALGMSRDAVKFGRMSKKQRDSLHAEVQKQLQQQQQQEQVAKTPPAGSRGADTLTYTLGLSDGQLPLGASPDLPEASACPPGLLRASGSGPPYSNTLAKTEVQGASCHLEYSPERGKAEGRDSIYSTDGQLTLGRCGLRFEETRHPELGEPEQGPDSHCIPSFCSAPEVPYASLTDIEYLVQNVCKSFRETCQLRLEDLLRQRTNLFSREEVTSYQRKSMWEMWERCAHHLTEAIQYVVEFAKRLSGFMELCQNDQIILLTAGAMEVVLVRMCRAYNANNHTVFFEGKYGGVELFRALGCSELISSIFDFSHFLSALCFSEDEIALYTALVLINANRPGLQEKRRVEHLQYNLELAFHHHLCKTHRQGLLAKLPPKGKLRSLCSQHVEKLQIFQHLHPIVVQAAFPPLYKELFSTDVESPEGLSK
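Luciferase reporter read in Schneider cells carrying Gal4-RORγ (mouse) and UAS-Photinus luciferase; cells given compound 1 h before 700 uM copper sulfate induction, then incubated 20 h at ambient temperature.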
Rab9 promoter act: activators of Rab9 promoter; AID 485297; Huh7 Rab9 promoter-luciferase reporter, luminescence, 24 h; hit rate 2.8% among 320,000; Potency, µM (series often up to 9.22 µM), without a hit: at the highest dose activation, negative = inhibition, most hits filed as activators; further: potency means the concentration at half of the fitted maximal effect; % of control where 0% means no effect; nearly all actives have a fitted effect of over 60% in size
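Huh7 reporter line, Rab9 promoter upstream of luciferase. Compound exposure 24 h at 37 °C in reduced-serum medium with 10% FBS. Read-out: luminescence.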
FLuc counter: counter-screen for miR-21 project: firefly luciferase inhibitors or activators; Potency, µM (titrated, usually from 57.5 µM), for the others: top-dose activity change, negative = inhibition, usual class: inhibitors; hit rate 6.9% among 360,000; purified FLuc, Km substrates, luminescence inhibition; AID 588342; P08659;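 further: potency means the concentration at half of the fitted maximal effect; plate controls were vehicle for no effect and reference inhibitor for full effect; nearly all actives have a fitted effect of over 55% in size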
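Purified P. pyralis luciferase (10nM final) with 10uM D-luciferin and 10uM ATP (Km levels) in 50mM Tris acetate pH 7.5, 10mM Mg acetate, 0.01% Tween-20, 0.05% BSA; qHTS 6-point titration, ~60 µM downward; luminescence read.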
NPC1 promoter act: activates the NPC1 promoter; Potency, µM (doses to about 9.22 µM), for the others: at the highest dose activation, usual class: activators; Huh7 NPC1 promoter luciferase reporter, 24 h; hit rate 2.4% among 320,000;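 further: potency means the concentration at half of the fitted maximal effect; % of control where 0% means no effect; nearly all actives have a fitted effect of over 60% in size; reporter is driven by a mutant NPC1 promoter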
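Compounds in DMSO were transferred onto Huh7 NPC1-luciferase reporter cells pre-incubated 2 h; after 24 h at 37 °C, Amplite reagent was dispensed and luminescence recorded 10 min later.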
* = called active by the depositor; ? = inconclusive; . = no result given; [ ] = another dose, or the depositor's remark. Unless noted, the call rests on the fitted dose curve; in most records, active means well fitted curve in the direction sought with a large enough effect; inconclusive means small, poorly fitted or top-dose-only effect, or another doubt; inactive means no such curve, though single readings can be large; an effect the other way counts as inactive or inconclusive. The list is partial, so the mix of outcomes need not match the whole.

SMILES	BRCA1 expr up	PKM2 activator	Gal4-VP16 FLuc	Giardia killer	p53 reactivator	Menin MLL FP TR	ELG1 genotoxic	RORgamma inh	Rab9 promoter act	FLuc counter	NPC1 promoter act
CN(CCc1ccccn1)C(=O)Nc1ccc(C(C)(C)C)cc1	41%	0%	5%	-1	9%	.	3%	23%	0%	?	0%
Nc1nc(C2CCCCC2)cs1	19%	4%	0%	11	6%	-9%	?	15%	15%	-2%	11%
O=C(NCCc1nc2ccccc2[nH]1)c1ccc(Cl)c([N+](=O)[O-])c1	-36%	?	?	-17	-6%	13%	-2%	26%	3%	-7%	0%
CCc1ccccc1N=C1SCC(=O)N1C	0%	-6%	-4%	9	-13%	10%	5%	-16%	-10%	3%	-5%
CC(C)(C)OC(=O)NCCCC[C@H](NC(=O)c1nc[nH]c1C(=O)N1CCc2ccccc2C1)C(=O)OC(C)(C)C	-32%	-6%	-17%	5	-5%	.	-9%	?	-5%	2%	-4%
COc1ccc(S(=O)(=O)NCc2ccc3c(c2)OCO3)cc1C(=O)O	0%	4%	-6%	4	4%	-8%	1%	?	-11%	-1%	1%
O=C(O)COCC(=O)N1CCN(c2cc(C(F)(F)F)nc3ccccc23)CC1	3%	.	-3%	?	1%	-12%	-1%	16%	-4%	0%	-2%
Cc1c(Cc2ccccc2)c(=O)oc2cc(OCC(=O)N3CCC(C(=O)O)CC3)ccc12	-2%	1%	-10%	-13	.	-13%	4%	-20%	-6%	21µM*	0%
CN1CCN(C(=O)c2ccc(CSc3nc4ccncc4n3Cc3ccc(F)cc3)cc2)CC1	-5%	-5%	-6%	-5	4%	1%	1%	14%	-2%	-5%	1%
CC(C)c1ccc(NC(=O)c2cnn(-c3ccccc3)c2NC(=O)c2ccco2)cc1	-24%	-3%	2%	1	-3%	6%	-11%	31%	-3%	1%	-3%
CCOc1cc(/C=N/n2cnnc2)ccc1OS(=O)(=O)c1ccc(C)cc1	-22%	3%	-2%[10 µM]	-4	-5%	8%	-7%	11%	-3%	-10%	-2%
COC(=O)c1cc2sc(Cl)cc2n1CC(=O)N1CCCc2ccccc21	-4%	-4%	-11%	14	5%	-1%	-5%	-26%	1%	-3%	-5%
COC(=O)c1scc(C)c1NC(=O)c1ccc(Cl)cc1	-53%	.	0%	3	5%	7%	-1%	-20%	0%	1%	-3%
COc1ccc(-n2c(C)c([N+](=O)[O-])c3ccc(O)c(CN(C)C)c32)cc1	-5%	1%	-28%	-11	-1%	2%	3%	-10%	2%	-6%	19%
COc1ccc(-n2cccc2/C=C2/NC(=O)N(c3cccc(Cl)c3)C2=O)cc1	-3%	2%	?	6	2%	-11%	6%	2%	0%	-2%	8%
CCCn1c(SCC(=O)NC2CCCC2)nnc1C(C)C	-7%	0%	1%	-27	4%	3%	-10%	-15%	0%	2%	5%
CC(=O)Nc1ccccc1C(=O)C(=O)Nc1ccc(Cl)cc1	17%	1%	-2%	-16	0%	-1%	?	21%	2.5µM*	-19%	2.2µM*
N/C(=N\OC(=O)Oc1ccccc1)c1ccc([N+](=O)[O-])cc1	-30%	4%	-8%	-12	0%	-8%	8%	9%	-1%	-16%	-3%
O=C1CSC(c2ccccc2[N+](=O)[O-])N1c1ccccc1 (configuration not stated)	0%	-7%	6%	-4	-2%	5%	3%	15%	2%	-7%	-2%
S=C(Nc1ccc(Oc2ccccc2)cc1)N(CCCN1CCOCC1)Cc1ccccn1	-17%	1%	-21%	-1	1%	-13%	-5%	14µM*	-5%	-7%	-4%
COc1cc(F)ccc1S(=O)(=O)N1CCN(c2ccccc2)CC1	1%	18%	-13%	3	.	5%	-4%	-3%	-3%	0%	1%
Cc1ccccc1NC(=O)C1C2CCCC1C2c1ccccc1 (configuration not stated)	-4%	-12%	0%	-1	0%	18%	-6%	-14%	-3%	-3%	0%
CC(C)c1ccc(S(=O)(=O)N2CCN(C(=O)c3cccc(F)c3)CC2)cc1	-5%	19%	1%	-12	-20%	0%	2%	-9%	-8%	-2%	-3%
c1ccc(CSc2ncnc3c2cnn3Cc2ccccc2)cc1	16%	5µM*	-3%	-3	-4%	-15%	1%	28%	-10%	4%	-2%
ON1C2CCCCC2N(O)C1c1c(F)c(F)c(F)c(F)c1F (configuration not stated)	-6%	-3%	-3%	-7	16%	26%	-4%	25%	1%	10%	-2%
CCC(c1nnnn1CCOC)N1CCN(c2nc3ccccc3s2)CC1 (configuration not stated)	-18%	0%	11%	-10	-4%	1%	-9%	38%	0%	0%	-7%
Cc1ccc2c(c1)c1c3n2CCN(C(=O)Cn2c(-c4ccccc4)noc2=O)C3CCC1 (configuration not stated)	-47%	-16%	-7%	0	11%	4%	1%	?	-8%	-7%	10%
Cc1csc(NC(=O)CSc2nnc(-c3ccccn3)n2-c2ccc(C)c(C)c2)n1	-17%	0%	2%	9	-11%	-29%	3%	16%	10%	-1%	1%
CSCCC(NS(=O)(=O)c1ccc(C)cc1)C(=O)NCCc1c[nH]c2ccccc12 (configuration not stated)	-9%	0%	8%	1	2%	.	-9%	-1%	12%	4%	3%
Cc1ccc(N2C(=O)C(Cl)=C(NCc3ccccc3)C2=O)c(C)c1	-8%	-3%	?	34[activator]	.	0%	-4%	?	3%	?	-2%

Three of the entries above in order of the BRCA1 expr up value, high to low.
compound	BRCA1 expr up	PKM2 activator	p53 reactivator	Menin MLL FP TR	RORgamma inh	Rab9 promoter act	NPC1 promoter act
Cc1ccccc1NC(=O)C1C2CCCC1C2c1ccccc1 (configuration not stated)	-4%	-12%	0%	18%	-14%	-3%	0%
Cc1csc(NC(=O)CSc2nnc(-c3ccccn3)n2-c2ccc(C)c(C)c2)n1	-17%	0%	-11%	-29%	16%	10%	1%
CCC(c1nnnn1CCOC)N1CCN(c2nc3ccccc3s2)CC1 (configuration not stated)	-18%	0%	-4%	1%	38%	0%	-7%

(continued)
SMILES	BRCA1 expr up	PKM2 activator	Gal4-VP16 FLuc	Giardia killer	p53 reactivator	Menin MLL FP TR	ELG1 genotoxic	RORgamma inh	Rab9 promoter act	FLuc counter	NPC1 promoter act
Cc1ccc(NC(=O)CCn2cccc2)cc1Cl	26%	0%	2%	-6	5%	1%	0%	31%	1%	0%	-5%
CCc1nnc(NS(=O)(=O)c2ccc(NC(=O)c3ccccc3O)cc2)s1	-6%	.	8%	-20	0%	?	1%	-2%	-3%	?	-2%
Cc1oc(-c2ccccc2F)nc1CS(=O)CC(=O)NCc1ccccc1 (configuration not stated)	-2%	.	-5%	-2	-9%	-6%	0%	-4%	-2%	-1%	1%
Cc1ccccc1-c1nc(CS(=O)(=O)CC(=O)NCc2ccco2)c(C)o1	-20%	.	16%	-18	-3%	-6%	0%	0%	-2%	-1%	-3%
CN1CC(=O)N2[C@H](c3ccc4c(c3)OCO4)c3[nH]c4ccccc4c3C[C@@H]2C1=O	-14%	0%	5%	6	.	21%	.	22%	-2%	1%	0%
Cc1ccc(C23CC4CC(CC(C(=O)OCC(=O)N(C)C)(C4)C2)C3)cc1	-12%	.	3%	-12	26%	?	-2%	-25%	-6%	0%	-4%
CCN(CC(=O)NCc1ccc(Cl)cc1)C(=O)/C=C/c1ccco1	10%	-2%	8%	-8	1%	-7%	2%	16%	3%	-8%	1%
NC(=O)c1ccccc1N/C=C/C(=O)c1ccccc1	-3%[1.84 µM]	-69%	?	-3	.	2%	0.92µM*	38%	0.56µM*	0.85µM*	0.56µM*
Cc1cccc(NS(=O)(=O)c2cn(C)c(=O)n(C)c2=O)c1C	-2%	0%	1%	-22	.	0%	4%	-33%	-2%	0%	-1%
COc1ccc(CNC(=S)N/N=C/c2ccc(O)c(OC)c2)cc1	-9%	9%	16µM*	-8	25%	10%	3%	10µM*	-1%	?	0%
CCN(CCCNC(=O)CNC(=O)c1nn(-c2ccc(OC)c(OC)c2)c(=O)c2ccccc12)c1ccccc1	-18%	1%	-6%	9	-6%	9%	-9%	10%	-3%	-1%	1%
CCc1ccccc1S(=O)(=O)Cc1ccc(C(=O)NCc2cccs2)o1	-16%	-2%	9%	-12	-3%	-8%	-10%	34%	2%	0%	-2%
Cc1cc(C(C)(C)C)oc1C(=O)OCC(=O)NC1CCCCC1	-30%	-2%	1%	3	6%	?	-4%	18%	-1%	-6%	-5%
CCc1ccccc1NS(=O)(=O)c1cc2c(cc1C)n(C)c(=O)c(=O)n2C	10%	4µM*	-8%	33[activator]	8%	-9%	1%	43%	-1%	-1%	-1%
C/C(CC(=O)Nc1ccc(Cl)cc1Cl)=N\NC(=O)c1ccco1	15%	0%	?	26	?	6%	10%	?	7%	-20%	0%
